Mdm2-MdmX inh = inhibitors of human Mdm2/MdmX interaction; SaOS-2 split-luciferase Mdm2/MdmX complementation, luminescence; AID 485346; 330,000 compounds, 3% hits; inhibition, % at 8 µM;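 active means inhibition of at least 50% at 8 µM in the primary screen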
Target sequence (O15151 whole entry, looked up): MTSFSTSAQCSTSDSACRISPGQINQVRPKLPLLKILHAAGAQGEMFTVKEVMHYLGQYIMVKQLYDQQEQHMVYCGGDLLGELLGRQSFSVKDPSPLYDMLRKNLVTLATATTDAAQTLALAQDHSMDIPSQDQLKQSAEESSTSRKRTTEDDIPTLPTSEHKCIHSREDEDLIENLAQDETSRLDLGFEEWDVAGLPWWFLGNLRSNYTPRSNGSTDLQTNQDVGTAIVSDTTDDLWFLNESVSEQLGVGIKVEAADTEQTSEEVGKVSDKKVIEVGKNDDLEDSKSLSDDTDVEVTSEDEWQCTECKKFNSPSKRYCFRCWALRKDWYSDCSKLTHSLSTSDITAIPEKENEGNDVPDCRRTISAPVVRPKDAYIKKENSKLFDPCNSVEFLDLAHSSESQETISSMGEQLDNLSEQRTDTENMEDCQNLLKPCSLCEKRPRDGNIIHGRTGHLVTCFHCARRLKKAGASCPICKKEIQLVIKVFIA
Target sequence (Q00987 whole entry, looked up): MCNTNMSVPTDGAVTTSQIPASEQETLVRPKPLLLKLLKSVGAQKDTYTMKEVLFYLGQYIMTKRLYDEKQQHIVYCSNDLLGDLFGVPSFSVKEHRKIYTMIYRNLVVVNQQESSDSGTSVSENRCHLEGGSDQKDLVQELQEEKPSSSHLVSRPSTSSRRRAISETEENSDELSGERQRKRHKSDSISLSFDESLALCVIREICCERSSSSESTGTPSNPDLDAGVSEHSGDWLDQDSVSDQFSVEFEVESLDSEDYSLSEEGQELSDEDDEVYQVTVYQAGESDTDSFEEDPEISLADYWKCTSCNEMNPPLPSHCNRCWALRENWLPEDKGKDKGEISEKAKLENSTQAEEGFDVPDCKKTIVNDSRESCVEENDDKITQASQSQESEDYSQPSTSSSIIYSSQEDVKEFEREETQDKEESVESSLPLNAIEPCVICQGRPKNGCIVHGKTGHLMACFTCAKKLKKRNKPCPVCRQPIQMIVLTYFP
697 NFkB inh = lowers PMA/ionomycin-induced NF-kB signal in 697 B cells; 697 B-cell NF-kB luciferase reporter, 16 h; inhibition, % at 4 µM; 330,000 compounds, 0.33% hits; AID 435022; in the data active means inhibition above about 35%
tim23-1 inh = growth inhibitors of tim23-1 mutant yeast; S. cerevisiae tim23-1 growth, BacTiter-Glo luminescence, 24 h; inhibition, % at 20 µM; 330,000 compounds, 1.3% hits; AID 463212;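 active means growth inhibition of the mutant yeast at or above 50%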;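 further: temperature-sensitive mutant grown at 25 °C; plate controls were DMSO-treated mutant yeast for no effect and medium wells lacking yeast for full effect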
UPR CHOP act = activators of apoptotic arm of unfolded protein response (CHOP); CHO-CHOP luciferase reporter, UPR activation, luminescence; percent of tunicamycin response over DMSO baseline; activation, % at 10 µM; 330,000 compounds, 0.34% hits; AID 449763;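 active means at 10 µM dose, activation of 40% or more, normalized to positive control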;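 further: 100% = tunicamycin at 10 µg/mL and 0% = DMSO alone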
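System: CHO-CHOP luciferase reporter cell line; amount: 500 cells/well; buffer or medium: F12 medium containing 10% fetal bovine serum; incubation: 6 h compound exposure at 37 °C after overnight seeding; measured by: luciferase luminescence after 10 min with Steady-Glo reagent; evaluation: % reporter activation, DMSO baseline versus tunicamycin full activation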
XBP1 UPR activ = adaptive UPR (XBP1) activation; 330,000 compounds, 0.33% hits; CHO-XBP1 luciferase reporter, IRE1-XBP1 UPR activation, luminescence; percent of tunicamycin response, DMSO as zero; activation, % at 20 µM;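 active means versus positive control, 20 µM dose yields 30% or more activation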;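 further: 100% = tunicamycin at 10 µg/mL and 0% = DMSO only wells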
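Signal: luciferase luminescence; Assay system: CHO-XBP1 luciferase reporter cells; Amount: one thousand reporter cells per well; Dosing: 20 µM single concentration, DMSO 1%; Benchmarks: high control tunicamycin 10 µg/mL final, low control DMSO vehicle only; Schedule: 6 h compound exposure at 37 °C, 5% CO2; Evaluation: percent activation relative to tunicamycin reference.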
tim10-1 inh = tim10-1 yeast growth inhibition; S. cerevisiae tim10-1 ts strain growth, BacTiter-Glo, 24 h; inhibition, % at 20 µM; 330,000 compounds, 2.2% hits; AID 463190;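 active means inhibition of at least 40%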;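 further: mutant grown at 25 °C; 0% = DMSO wells with yeast and 100% = wells holding no yeast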
TIM10 inh = growth inhibitors of TIM10 yeast strain; S. cerevisiae TIM10 strain growth, BacTiter-Glo luminescence, 24 h; inhibition, % at 10 µM; 330,000 compounds, 1.4% hits;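 active means inhibition of 40% or more at the single tested concentration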;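 further: wild-type TIM10 isogenic control strain grown at permissive 25 °C; 0% = DMSO yeast wells and 100% = minimal medium wells without yeast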
Jurkat NFkB inh = inhibitors of the PMA/ionomycin-induced NF-kB reporter in Jurkat cells; PMA/ionomycin-induced NF-kB luciferase reporter, luminescence; inhibition, % at 4 µM; 330,000 compounds, 0.53% hits; AID 435003; in the data active means inhibition above about 50%
* = called active by the depositor. Compounds as they come. Share with any hit: about 6.6%.

Values run as follows: Mdm2-MdmX inh	697 NFkB inh	tim23-1 inh	UPR CHOP act	XBP1 UPR activ	tim10-1 inh	TIM10 inh	Jurkat NFkB inh
- N/C(=N\OC(=O)CCn1cccc(C(F)(F)F)c1=O)c1ccc(OC(F)(F)F)cc1
 : 29	4	-5	0.3	4	0	-12	-12
- C[C@@H](C(=O)Nc1ccccc1N1CCOCC1)N1C(=O)C2CC=CCC2C1=O (stereo partly drawn)
 : 8	1	1	4.2	0	17	-9	-3
- CC1(C)C2CCC1(C(=O)O)c1nc3ccccc3nc12 (stereo not drawn)
 : 17	7	-7	0.6	-2	-1	7	-7
- CCCCOC(=O)c1cc(=O)[nH]c(=O)[nH]1
 : 17	9	16	-1.0	0	11	0	-1
- CCOC(=O)N1CCC(N2CCN(C3CCCC3)C(CCO)C2)CC1 (stereo not drawn)
 : -3	10	-4	-1.1	-3	-4	6	16
- CN(C)S(=O)(=O)N1CCN(CC(=O)Nc2ccc(F)cc2)CC1
 : -2	1	2	-1.0	-5	-14	-9	3
- CC(C)COc1ccc(C(=O)Nc2ccc(NC(=O)c3ccco3)c(Cl)c2)cc1
 : 60*	-1	0	-1.5	6	1	8	-28
- CN1CCN(C(=O)NC2CCCN2S(=O)(=O)c2ccc(Cl)cc2)CC1 (stereo not drawn)
 : 16	4	-4	-2.0	1	6	-1	5
- Cc1ccc(C2CC(=O)NC(SCC(=O)Nc3nccs3)=C2C#N)cc1 (stereo not drawn)
 : 17	12	11	-1.1	-7	18	7	-7
- O=C(C1CC1)N1CCc2cc(Br)cc(S(=O)(=O)NCc3ccc4c(c3)OCO4)c21
 : 7	3	17	0.0	0	19	16	-8
- O=C(/C=C/N1CCN(Cc2ccccc2)CC1)C(F)(F)F
 : -17	3	7	0.2	-2	-11	7	0
- CN1CN=C(NS(=O)(=O)c2ccc([N+](=O)[O-])cc2)NC1
 : 20	10	-11	-1.3	-3	-7	1	-2
- Cc1ccc(OCC(=O)Nc2ccc(N3CCOCC3)cc2)c([N+](=O)[O-])n1
 : 19	-3	10	1.3	0	9	-3	4
- c1csc(-c2nc3nc4ccccc4nc3n2Cc2ccc3c(c2)OCO3)c1
 : -26	-86	27	5.1	6	39	25	-59
- O=C(CCc1ccccc1)N=C1SC2CS(=O)(=O)CC2N1c1ccccc1 (stereo not drawn)
 : -18	11	-2	3.6	-2	15	5	9
- Cc1c(CCO)c(=O)n2c([nH]c3ccccc32)c1C#N
 : -12	8	2	-1.7	-5	-4	9	11
- Cc1nn(-c2ccccc2)cc1/C=N/NS(=O)(=O)c1ccccc1
 : -1	8	10	-1.4	-2	17	14	-1
- Cc1ccc(Cn2c(=N)c(C(=O)NC3CCCCC3)cc3c(=O)n4ccccc4nc32)cc1
 : 41	28	13	4.7	-2	33	5	19
- CCC(C)(C)NC(=O)C1CCN(c2nc(OC)nc(OC)n2)CC1
 : 3	15	-1	0.9	1	-2	1	2
- O=C(NCCc1c[nH]c2ccccc12)C1CCN(S(=O)(=O)c2ccccc2F)CC1
 : 5	13	9	0.0	-1	8	0	-4

Some of the entries so far, with tabs:
SMILES	Mdm2-MdmX inh	697 NFkB inh	tim23-1 inh	UPR CHOP act	XBP1 UPR activ	tim10-1 inh	TIM10 inh	Jurkat NFkB inh
Cc1ccc(OCC(=O)Nc2ccc(N3CCOCC3)cc2)c([N+](=O)[O-])n1	19	-3	10	1.3	0	9	-3	4
Cc1c(CCO)c(=O)n2c([nH]c3ccccc32)c1C#N	-12	8	2	-1.7	-5	-4	9	11
CC(C)COc1ccc(C(=O)Nc2ccc(NC(=O)c3ccco3)c(Cl)c2)cc1	60*	-1	0	-1.5	6	1	8	-28

Following part:
Values run as follows: Mdm2-MdmX inh	697 NFkB inh	tim23-1 inh	UPR CHOP act	XBP1 UPR activ	tim10-1 inh	TIM10 inh	Jurkat NFkB inh
- O=C(Cc1c(O)c2ccccc2oc1=O)c1ccc(F)cc1
 : 36	-2	16	5.3	0	-3	9	-33
- CCS(=O)(=O)N1CCN(c2ccc(C(=O)NC3C4CC5CC(C4)CC3C5)cc2[N+](=O)[O-])CC1 (stereo not drawn)
 : 7	-2	14	1.8	-2	3	12	-3
- Cc1cccc(C(C)C)c1NC(=O)C1CN(S(=O)(=O)c2ccccc2)CCN1S(=O)(=O)c1ccccc1 (stereo not drawn)
 : -4	7	23	1.8	-3	13	17	5
- COc1ccccc1NC(=O)N(CCCN1CCOCC1)Cc1cc2cc3c(cc2[nH]c1=O)OCO3
 : 34	10	7	-2.8	-6	5	-9	-11
- O=[N+]([O-])c1cc2c(cc1C=Nc1ccccc1)OCO2
 : 2	-8	15	4.9	0	10	27	-5
- Cc1ccc(NC(=S)NNC(=O)Cn2nc([N+](=O)[O-])cc2C)cc1
 : -7	7	24	-0.1	0	11	-1	16
- CN1CCN(C(=O)C2CC(=O)N(c3ccc(Cl)cc3)C2)CC1 (stereo not drawn)
 : -7	14	3	2.9	4	-3	-2	12
- CC1CC(C)CN(C(=O)CN2C(=O)NC(c3ccccc3)(c3ccccc3)C2=O)C1 (stereo not drawn)
 : -1	15	11	1.1	1	4	1	-5
- COc1ccccc1OCC(=O)Nc1nc(C)c(C)s1
 : -49	-96	26	5.0	-3	17	18	-99
- CCNC(=O)/C(C#N)=C/c1c(N(Cc2ccccc2)Cc2ccccc2)nc2ccccn2c1=O
 : 30	6	26	-0.1	2	4	2	2
- Cc1cc(C(=O)N/N=C/c2c(C)nn(-c3ccccc3)c2C)n[nH]1
 : 25	-1	1	0.2	6	-4	-10	7
- Cc1ccc(C(=O)CCC(=O)Nc2ccccc2C)c(C)c1
 : 2	4	8	1.8	-4	-8	-8	-8
- COC(=O)Cc1ccc(NC(=S)NNC(=O)c2ccccc2Br)cc1
 : -13	5	-2	-1.3	-3	-2	18	-7
- Cc1ccc(N=Cc2c(O)n(-c3nccs3)c(=O)c3ccccc23)c(C)c1
 : 48	-7	-3	7.3	-1	10	5	-8
- NS(=O)(=O)c1cccc(NC(=O)CSc2nnc3n2CCCCC3)c1
 : -7	15	-3	-0.7	2	-10	-6	3
- O=C(COc1cc2oc(=O)c3c(c2cc1Cl)CCC3)NCCCn1ccnc1
 : 11	4	11	1.1	-4	-7	18	6
- COc1cccc(OCCNC(=O)c2cc([N+](=O)[O-])cc([N+](=O)[O-])c2)c1
 : 1	6	22	4.4	2	9	11	1
- COc1ccc(N2C(=O)C(F)(F)C2c2ccc(C)cc2)cc1OC (stereo not drawn)
 : -10	-15	8	0.0	-3	9	10	-16
- CCOC(=O)c1cc2c(n(-c3ccccc3)c1=O)CC(C)(C)CC2=O
 : 13	24	0	-0.2	-2	-2	-8	-5
- CC1CCCCN1C(=O)COC(=O)c1ccc(N2CCCC2=O)cc1 (stereo not drawn)
 : 2	5	6	1.5	6	8	-4	2
- CC(C)(CO)NCc1cccc(OCc2ccc(Cl)cc2)c1
 : -9	-23	6	2.6	-1	19	-11	-2
- Cc1ccc(-c2c(C(=O)NCc3ccccc3)oc(=O)c3ccccc23)cc1
 : 6	-3	37	-1.4	-1	23	26	6
- O=C(CSCc1ccccc1)NCCc1ccc(F)cc1
 : -21	-14	13	2.8	1	3	-6	-8
- O=C(NNC(=O)c1ccco1)c1ccccc1
 : -29	-1	12	0.1	1	5	0	-8
- CCOC(=O)c1c(NC(=O)C2=C(C)NC(=S)NC2c2ccc(C)cc2)sc(C)c1C (stereo not drawn)
 : 32	3	12	5.9	2	14	32	-16
- O=C(Nc1ccc(N2CCOCC2)cc1)c1cccnc1
 : -20	-5	6	2.5	1	11	3	-7
- Cn1c(=O)cc(OCCCC(=O)NCc2ccccn2)c2ccccc21
 : 17	36*	4	-0.3	0	5	-2	4
- O=C(N/N=C/c1cccc2nccnc12)c1ccncc1
 : 2	-7	-7	-1.4	-1	-8	8	1
- COc1cc(C2c3c(oc4cc(C)c(C)cc4c3=O)C(=O)N2c2cc(C)ccn2)ccc1O (stereo not drawn)
 : 23	-12	-12	0.4	4	-32	-24	-19
- CSCCC(NC(=O)OCc1ccccc1)C(=O)O (stereo not drawn)
 : -2	0	5	-2.3	0	3	-6	3
- COc1ccccc1N1CCN(c2ncnc3sc(C(=O)NCC4CCCO4)c(C)c23)CC1 (stereo not drawn)
 : 10	14	16	0.3	-4	27	5	12
- O=C(OCC(=O)N1CCN(S(=O)(=O)c2ccccc2)CC1)C1CCC1
 : 0	6	-4	2.3	0	-6	-5	9
- CCCCn1nc(NC(=O)CCC)c2cc3cc(OC)ccc3nc21
 : -23	-30	30	1.3	-5	32	2	-6
- O=C(c1cccnc1)N(Cc1ccccc1)c1ccccc1
 : 12	-4	6	1.3	0	28	-17	-1
- Cc1nnc(SCC(=O)NC2CCCCCC2)n1C(C)C
 : 18	27	-5	0.3	0	-14	-7	11
- CC(C)N1CCC2(CC1)C(C#N)=C(N)NC(S)=C2C#N
 : -3	0	12	5.4	-2	12	-7	-9
- O=C(NC1CCCc2ccccc21)c1ccc2c(c1)OCO2 (stereo not drawn)
 : 8	9	5	-1.1	-1	20	-4	16
- COc1ccccc1NCC(=O)N1CCN(S(=O)(=O)c2ccccc2)CC1
 : 27	-4	11	0.2	-6	14	10	-16
- CCOC(=O)c1c(-c2cccs2)csc1NC(=O)CCCC(=O)O
 : -18	17	8	0.9	4	5	2	9
- COc1ccc(Br)c(C(=O)OCC(=O)NC2CCCCCC2)c1
 : 4	1	43	-0.8	0	11	8	11
- N#Cc1ccc(Cl)cc1NC(=O)CSc1cccc[n+]1[O-]
 : -16	-10	5	-0.1	-1	-8	8	-3
- CN1Cc2ccccc2CC1CNCc1c(C(=O)N2CCCC2)nc2ccccn12 (stereo not drawn)
 : 29	0	1	-2.7	0	9	0	-1
- COC(=O)c1ccc(COC(=O)C2CCN(S(=O)(=O)c3c(Cl)cccc3Cl)CC2)o1
 : 8	7	23	-0.7	-3	30	6	5
- CSc1oc(-c2ccc(F)cc2)nc1S(=O)(=O)c1ccccc1
 : 0	-5	-5	1.7	1	1	-1	-1
- Cc1ccc(S(=O)(=O)N2CCN(C(=O)CCC(=O)OCC(=O)Nc3cccc(C#N)c3)CC2)cc1
 : -13	-1	-6	-1.1	0	14	8	-16
- O=S(=O)(O)c1cc(O)c2c(O)c(N=Nc3cc(Cl)ccc3O)c(S(=O)(=O)O)cc2c1
 : 36	4	31	-2.2	-5	32	23	22
- O=C(CCCn1cc([N+](=O)[O-])cn1)N1CCCCC1
 : -19	16	4	1.2	3	5	-4	-1
- Cc1cnc(C(=O)OCC(=O)N=c2sccn2Cc2ccccc2Cl)cn1
 : -7	-6	-1	-1.0	-3	-4	-9	-6
- O=C(COc1ccccc1)N1CCCCCCC1
 : 7	2	8	0.7	-3	-16	4	-5
- COc1ccc(S(=O)(=O)N(CC(=O)NCC2CCCO2)C2CCCCC2)cc1OC (stereo not drawn)
 : 11	-9	7	-0.1	6	8	-6	-19

The listing continues:
Values run as follows: Mdm2-MdmX inh	697 NFkB inh	tim23-1 inh	UPR CHOP act	XBP1 UPR activ	tim10-1 inh	TIM10 inh	Jurkat NFkB inh
- CCOc1ccc(C(OC(=O)c2ccco2)C(=O)NCc2ccc(C)cc2)cc1 (stereo not drawn)
 : -16	-10	23	-1.3	-2	43*	-9	-7
- CC(=O)Nc1cc2c(cc1C(=O)c1ccccc1)OCCO2
 : 32	1	6	-2.4	-3	27	1	2
- COc1ccc(CN2CCN(c3cc(C)nc4c5c(C)cc(C)nc5nn34)CC2)cc1F
 : 16	3	-2	-1.5	0	21	5	8
- Cc1ccc(-n2nc3c(Cl)nnc(C)c3c2C)cc1
 : 27	3	16	-0.5	-3	21	12	-7
- Cc1c(O)c(=O)ccn1Cc1ccccc1
 : 44	14	7	0.5	2	-4	3	4
- CC(=O)c1ccc(NC(=O)c2ccc3nc(-c4ccco4)c(-c4ccco4)nc3c2)cc1
 : 15	0	1	-0.1	-3	15	-17	1
- COC(=O)CC(=O)Cc1nc(N)nc(Nc2ccc(C)c(C)c2)n1
 : 8	-12	19	-2.3	-1	5	22	5

Screening results as filed in PubChem BioAssay.
